# MazF activator – activators of E. coli MazEF toxin-antitoxin RNase, primary screen, biochemical, fluorescence, uHTS | Endoribonuclease toxin MazF (Escherichia coli (strain K12)), P0AE70 | FAM/BHQ RNA-DNA oligo cleavage fluorescence, 5 h | activation, % at 20 µM | 350,000 compounds, 0.32% hits | AID 504720, 2011; in the data active = activation above about 50%
# Target sequence (P0AE70 whole entry, looked up): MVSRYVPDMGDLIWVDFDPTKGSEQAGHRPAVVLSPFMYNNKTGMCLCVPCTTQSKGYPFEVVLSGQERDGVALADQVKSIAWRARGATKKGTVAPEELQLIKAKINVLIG
# Rv3671c inh – Rv3671c serine protease inhibitors, primary screen, biochemical, fluorescence polarization, M. tuberculosis H37Rv; P9WHR9; inhibition, % at 5.96 µM; 320,000 compounds, 0.048% hits; in the data active = inhibition above about 38%;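 also: extracellular domain of Rv3671c used as enzyme; 0% = enzyme with DMSO and 100% = no enzyme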
# PfHsp40 rescue – rescue of yeast from PfHsp40 toxicity, primary screen, S. cerevisiae, ATP luminescence; AID 504582, 2011; growth rescue, % at 12.5 µM; 340,000 compounds, 0.68% hits; S. cerevisiae expressing PfHsp40, growth rescue; in the data active = growth rescue above about 28%, passing the limit was not always enough; inconclusive = no clear call, values can overlap the other calls;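 also: yeast W303a lacking pdr1 and pdr3 grown in galactose medium; growth measured after three days at 30 °C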
# TcdB GH inh – TcdB glycohydrolase inhibitors, primary screen, biochemical, single point, plate reader | Toxin B (Clostridioides difficile), P18177 | TcdB glycohydrolase enzymatic assay | inhibition, % at 9.99 µM | 350,000 compounds, 0.24% hits | AID 652162, 2013; in the data active = inhibition above about 10%
# Anthrax LF prot – Bacillus anthracis LF protease inhibitors, primary screen, biochemical, multiplex microsphere, MLPCN library. multiplex microsphere protease cleavage assay. inhibition, % at 10 µM. 360,000 compounds, 0.12% hits. AID 588501, 2011; in the data active = inhibition above about 30%; inconclusive = no clear call, values can overlap the other calls; also: plate controls were buffer without enzyme for full effect and enzyme alone for no effect
# Target sequence (P15917 whole entry, looked up): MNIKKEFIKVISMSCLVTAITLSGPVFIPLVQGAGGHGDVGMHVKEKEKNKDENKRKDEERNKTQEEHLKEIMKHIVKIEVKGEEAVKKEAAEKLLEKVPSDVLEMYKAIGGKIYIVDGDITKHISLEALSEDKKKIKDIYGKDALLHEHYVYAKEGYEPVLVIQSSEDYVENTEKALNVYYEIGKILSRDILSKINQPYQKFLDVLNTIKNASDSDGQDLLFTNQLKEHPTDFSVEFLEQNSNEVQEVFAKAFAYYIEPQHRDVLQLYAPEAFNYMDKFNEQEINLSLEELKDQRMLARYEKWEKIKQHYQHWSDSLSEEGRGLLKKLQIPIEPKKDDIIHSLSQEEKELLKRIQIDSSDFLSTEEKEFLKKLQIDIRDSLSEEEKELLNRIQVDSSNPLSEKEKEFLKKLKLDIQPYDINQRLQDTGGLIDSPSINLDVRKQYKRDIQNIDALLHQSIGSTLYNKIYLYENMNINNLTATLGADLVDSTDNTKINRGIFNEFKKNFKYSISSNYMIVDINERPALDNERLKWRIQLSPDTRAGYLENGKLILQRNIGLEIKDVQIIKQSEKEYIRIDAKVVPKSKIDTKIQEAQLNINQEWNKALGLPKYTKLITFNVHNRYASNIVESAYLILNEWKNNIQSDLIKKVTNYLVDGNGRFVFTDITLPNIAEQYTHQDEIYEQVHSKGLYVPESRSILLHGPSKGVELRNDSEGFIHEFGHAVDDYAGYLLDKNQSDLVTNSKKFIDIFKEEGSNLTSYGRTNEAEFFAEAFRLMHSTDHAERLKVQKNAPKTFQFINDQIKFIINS
# PriA SSB inh – inhibitors of Klebsiella pneumoniae PriA binding to SSB C-terminal tail, primary screen, biochemical, AlphaScreen; inhibition, % at 33 µM; 430,000 compounds, 0.6% hits; AlphaScreen SSBct-PriA binding, biotinylated peptide; AID 1272365, 2023; PriA–SSB C-terminal tail interaction (Klebsiella pneumoniae); in the data active = inhibition mostly above about 37%, no sharp cut-off; inactive = mostly below about 20%;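 also: plate controls were negative control peptide for no effect and reference peptide for full effect; strong numbers were not always called active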
# Yp Topo-I inh – Yersinia pestis topoisomerase I inhibitors, primary screen, biochemical, cleavage product accumulation, plate reader, single point | DNA topoisomerase I (Yersinia pestis CO92) | Y. pestis Topo-I cleavage product accumulation | activity, % at 10 µM | 360,000 compounds, 0.064% hits | AID 504884, 2011; in the data active = activity above about 50%, passing the limit was not always enough; inconclusive = no clear call, values can overlap the other calls; also: inactives centre near 2
# VHR inh abs – VHR1 phosphatase inhibitors, primary screen, biochemical, absorbance, uHTS; inhibition, % at 13.3 µM; 290,000 compounds, 0.52% hits; recombinant VHR phosphatase, pNPP absorbance; AID 1654, 2009; in the data active = inhibition above about 50%; also: some compounds called inactive have numbers as strong as hits
# Target sequence (P51452 whole entry, looked up): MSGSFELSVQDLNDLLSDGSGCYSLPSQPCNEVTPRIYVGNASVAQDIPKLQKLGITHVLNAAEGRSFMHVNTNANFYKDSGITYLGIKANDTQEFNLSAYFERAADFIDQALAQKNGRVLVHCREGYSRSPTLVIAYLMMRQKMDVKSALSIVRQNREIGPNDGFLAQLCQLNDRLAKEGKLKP
# Vc quorum ag – inducers of Vibrio cholerae quorum light production without autoinducers, primary screen, BH1578 luxS cqsA deficient, single point; V. cholerae BH1578 lux reporter, luminescence, 6 h; activation, % at 18.7 µM; 350,000 compounds, 0.16% hits; in the data active = activation mostly above about 9.7%, no sharp cut-off; inconclusive = no clear call, values can overlap the other calls; inactive = mostly below about 3.7%; also: not every result past the cut was called active; inactives centre near 0; reference of the scale not given here
# 3CLpro inhibitor – SARS-CoV 3CLpro protease inhibitors, primary screen, biochemical, quenched FRET. Replicase polyprotein 1ab (Severe acute respiratory syndrome coronavirus), P0C6X7. recombinant SARS-CoV 3CLpro, quenched FRET peptide cleavage. inhibition, % at 6 µM. 290,000 compounds, 0.14% hits. AID 1706, 2009; in the data active = inhibition above about 12%
# An asterisk follows results filed as active; i = inactive; ? = inconclusive; / = not tested or not shown.
SMILES,MazF activator,Rv3671c inh,PfHsp40 rescue,TcdB GH inh,Anthrax LF prot,PriA SSB inh,Yp Topo-I inh,VHR inh abs,Vc quorum ag,3CLpro inhibitor
COc1cc(-c2nc3cc(C)ccn3c2NC2CCCCC2)ccc1-c1ccc(C(C)=O)cc1,-19,-3,3.3,/,-3,19,13,/,-0.6,/
O=C(COc1ccccc1)Nc1cccc2c1CCCC2,8,-6,0.2,/,2,-9,4,-6,-0.5,5
O=S(=O)(c1ccc(F)cc1)N1CCN(S(=O)(=O)c2ccc3c(c2)OCCO3)CC1,0,3,0.1,-1.0,-2,6,-2,/,i,/
CC(C)NC(=S)N/N=C/c1ccc(C(C)(C)C)cc1,5,-4,1.8,2.5,-2,/,26,-9,i,2
O=C(O)CSCNC(=O)C12CC3CC(CC(C3)C1)C2,5,-3,0.6,/,-4,-12,11,21,-1.4,5
COc1ccc(Cl)cc1NC(=O)COC(=O)c1ccc(C)o1,7,1,1.4,0.6,-1,-8,14,/,/,/
O=C1CN(c2ccc(Cl)cc2)C(=O)CN1NC(=S)Nc1ccc(Cl)cc1,6,-2,-0.8,/,-4,1,7,18,0.7,-2
COc1cc(CN2CCN(C(=O)c3ccccc3F)CC2)cc(OC)c1OC,13,/,-0.8,0.6,1,2,2,9,i,-3
CC(C)(C)c1ccc(NC(=O)c2cc(C3CCCN(C(=O)CCc4ccccc4)C3)on2)cc1 (stereo unspecified),/,/,/,1.2,-4,/,-8,/,-0.4,/
CC(C)(C)OC1NS(=O)(=O)OCC1NCOC(Cl)(Cl)Cl (stereo unspecified),2,-13,1.3,0.0,1,-3,2,-10,i,-4

# Quoted at random: two records from the list.
SMILES,MazF activator,Rv3671c inh,PfHsp40 rescue,TcdB GH inh,Anthrax LF prot,PriA SSB inh,Yp Topo-I inh,VHR inh abs,Vc quorum ag,3CLpro inhibitor
COc1ccc(Cl)cc1NC(=O)COC(=O)c1ccc(C)o1,7,1,1.4,0.6,-1,-8,14,/,/,/
CC(C)(C)c1ccc(NC(=O)c2cc(C3CCCN(C(=O)CCc4ccccc4)C3)on2)cc1 (stereo unspecified),/,/,/,1.2,-4,/,-8,/,-0.4,/

# (cont.)
SMILES,MazF activator,Rv3671c inh,PfHsp40 rescue,TcdB GH inh,Anthrax LF prot,PriA SSB inh,Yp Topo-I inh,VHR inh abs,Vc quorum ag,3CLpro inhibitor
CC(=O)c1nc2ccccc2n1S(=O)(=O)c1ccc(C)cc1,11,-4,-2.5,/,3,-14,9,18,-0.2,1
CCOc1cc(C(=O)NCc2ccc(C)cc2)ccc1OCC(=O)N1CCOCC1,-5,-1,1.0,-0.1,0,-9,3,51*,i,1
COc1ccc(C)cc1C(=O)CCC(=O)Nc1ccccc1N1CCOCC1,-1,-3,1.5,/,-3,-13,-2,16,-0.3,-2
COc1cccc(OC)c1C(=O)Nc1sc2c(c1C(N)=O)CCCC2,13,-3,/,1.5,-24,7,-5,/,0.5,/
CC1=C(C(=O)OCc2ccccc2)C(/C=C/c2ccccc2)NC(=S)N1 (stereo unspecified),2,-1,16,/,0,3,4,5,3.6,3
CCOC(=O)C1CCN(C(=O)c2cc3cc(Br)ccc3oc2=O)CC1,4,1,-0.5,0.9,-1,-10,2,29,-0.2,1
O=C(c1ccc(Cl)cc1)c1cccc(O)c1,-8,/,1.7,-0.1,0,5,0,/,0.0,/
COc1ccc(N(CC(=O)Nc2ccccc2C(=O)N2CCCC2)S(=O)(=O)c2ccccc2)cc1,0,2,2.1,0.6,-4,1,33,-10,-0.1,0
CC(C)(C)NC(=O)CN(Cc1cccs1)C(=O)CN1C(=O)C(=O)c2ccccc21,-4,-5,1.3,-0.5,-4,-12,-1,16,i,6
COc1ccc(C)cc1Nc1cc(C)nc2nc(C)nn12,5,-3,0.6,0.5,-6,3,10,11,-0.2,-5
CN(C(=O)COC(=O)c1cc(=O)[nH]c2ccccc12)c1c(N)n(Cc2ccccc2)c(=O)[nH]c1=O,7,8,-0.9,2.5,4,-1,7,/,i,/
COc1ccc(CN(C(=S)Nc2ccccc2)C2CC(=O)N(c3ccc(Cl)cc3)C2=O)cc1 (stereo unspecified),-4,-10,-0.7,/,-4,6,-21,20,0.9,-2
N#Cc1cc2c(nc1SCC1COc3ccccc3O1)CCC2 (stereo unspecified),-5,-2,0.1,/,-1,-48,-4,15,0.9,4
COC(=O)C(C)(C)ONC(=O)Nc1ccccc1,0,3,-0.5,1.6,0,-4,0,16,-0.2,4
Cc1ccc(S(=O)(=O)Nc2ncc(C(F)(F)F)cc2Cl)cc1,6,-9,-0.2,2.1,1,-15,-5,8,-0.3,3
O=C(/C=C/c1cccc(F)c1)N1CCN(c2ccccn2)CC1,-10,1,-0.3,0.0,3,-8,14,-10,-0.2,3
COc1cc2c(cc1OC)CN(CC(=O)Nc1ccc(C)c(S(=O)(=O)N3CCOCC3)c1)CC2,2,-1,-0.2,0.3,-2,-7,9,6,-0.4,1
Nc1nc(SCc2nnc(SCC(=O)O)n2-c2ccccc2)nc2sc3c(c12)CCCC3,-3,-4,-0.2,/,?,-3,27,23,-0.3,-2
COc1ccc(N2CCN(CC(=O)Nc3ccc(C)cc3Br)CC2)cc1,-5,/,-0.7,0.8,-1,1,-8,/,-0.3,/
O=C(/C=C/c1ccccc1)OCc1cnc(Cl)s1,3,1,0.9,5.4,-2,-11,4,10,-0.6,-1
COc1ccccc1CNC(=O)c1cn(C)c(=O)c2cc(OC)c(OC)cc12,5,2,-0.2,/,-1,-10,3,17,-2.5,0
CCSc1nc2sc3c(c2c(=O)n1CC)CCC3,-3,/,-2.1,0.1,-9,-39,23,4,-0.7,0
N/C(=N\OC(=O)COc1cc(Cl)c(Cl)cc1Cl)c1ccccn1,3,3,1.0,-0.3,-3,/,17,4,i,6
O=C1CC(c2ccsc2)Sc2ccccc2N1 (stereo unspecified),4,4,-0.2,3.7,3,-14,-4,22,-0.1,10
Brc1ccccc1-c1nnc2sc(Cc3ccccc3)nn12,5,0,2.6,/,2,9,32,-9,i,0
CCOc1ccc(-c2noc(=O)[nH]2)cc1,-3,-3,0.7,/,-4,-5,2,14,2.6,-1
CC(NC(=O)OCc1ccccc1)C(=O)NCC1CCCO1 (stereo unspecified),-3,-2,0.3,/,-1,-3,-7,10,-6.2,-2
COc1ccc(NC(=O)c2c(-c3c(Cl)cccc3Cl)noc2C)c(OC)c1,-4,0,0.4,0.0,-4,-34,13,35,-0.1,3
COc1cc(OC)c(N2CC(C(=O)NCCC3=CCCCC3)CC2=O)cc1Cl (stereo unspecified),-1,6,1.3,0.4,-1,1,-5,/,i,/
O=S(=O)(NNC(=S)Nc1ccc(S(=O)(=O)Nc2ncccn2)cc1)c1ccc(Br)cc1,5,5,14,-3.0,-4,4,-5,14,i,-1
COc1cc(/C=C2/C(=O)N(c3ccc([N+](=O)[O-])cc3)N=C2N2CCOCC2)ccc1O,-12,-182,-0.4,0.6,-6,16,-9,33,-0.3,-6
C/C(=N\NC(=O)c1ccc(NS(=O)(=O)c2cccs2)cc1)c1ccc2c(c1)OCO2,3,-6,-1.1,-0.4,-2,/,-7,17,i,2
N#CSCC(=O)N1c2ccccc2CCc2ccccc21,2,-10,-1.7,/,0,-2,1,1,-0.7,4
O=C(NCC1(N2CCCCC2)CCCCC1)c1cccc(S(=O)(=O)Nc2ccc(F)cc2)c1,3,3,0.6,1.0,1,6,-7,/,i,/
CC(=O)c1ccc(C(=O)Nc2nnc(-c3ccc(Cl)cc3)o2)cc1,4,3,0.1,-6.1,4,-15,4,18,/,/
COC(=O)C(C(=O)OC)C(CC(=O)c1ccc(C)cc1)c1cc(OC)c(OC)c(OC)c1 (stereo unspecified),12,-10,0.1,0.8,7,-22,1,13,i,-2
CCCn1c(C(C)Nc2nc(-c3ccc(Cl)c([N+](=O)[O-])c3)cs2)nc2ccccc21 (stereo unspecified),-6,-3,-1.1,1.6,-3,11,-20,-18,-2.9,-2
Nc1c(-c2nn[nH]n2)cnn1-c1cc(Cl)cc(Cl)c1,-1,7,-0.3,0.8,-9,-3,0,10,i,0
COc1ccc(C(CNC(=O)COc2ccc(Cl)c(C)c2)N2CCCCC2)cc1 (stereo unspecified),0,-5,0.5,0.9,-7,0,36,4,-1.7,-5
COc1ccc(S(=O)(=O)N(C)C)cc1NC(=O)c1ccc2c(c1)NC(=O)C(C)S2 (stereo unspecified),2,-6,0.2,2.2,-8,-7,10,/,i,/

# Quoted from the listing:
# `Nc1c(-c2nn[nH]n2)cnn1-c1cc(Cl)cc(Cl)c1` in 3CLpro inhibitor = 0
# `C/C(=N\NC(=O)c1ccc(NS(=O)(=O)c2cccs2)cc1)c1ccc2c(c1)OCO2` in 3CLpro inhibitor = 2

# Going on with the list.
SMILES,MazF activator,Rv3671c inh,PfHsp40 rescue,TcdB GH inh,Anthrax LF prot,PriA SSB inh,Yp Topo-I inh,VHR inh abs,Vc quorum ag,3CLpro inhibitor
CCOc1ccc(N(Cc2nnc3n2CCCCC3)C(=O)Nc2cccc(C)c2)cc1,7,6,-0.2,1.2,0,-1,19,2,-0.4,1
NS(=O)(=O)c1ccc(Nc2nc(-c3cccc([N+](=O)[O-])c3)cs2)cc1,-4,-2,0.5,1.3,-4,6,-9,-3,-2.0,5
CCCCCCCCCn1ccc(=N)cc1,15,2,0.8,0.9,/,-3,1,-3,-1.0,-1
COC(=O)c1ccc2ncccc2c1,12,-3,-0.4,/,3,-14,-3,17,i,-4
CCOc1ccccc1C(=O)NCc1ccc2c(c1)OCO2,8,-2,-0.5,/,-4,-16,6,0,i,6
O=C(O)CC(C(=O)OCCOc1ccccc1)N1CCOCC1 (stereo unspecified),8,6,-1.2,/,1,-7,0,8,i,6
Cc1cc([N+](=O)[O-])ccc1NC(=O)CN1C2CCC1CC(NC(=O)NC13CC4CC(CC(C4)C1)C3)C2 (stereo unspecified),-2,-9,-1.3,1.2,-8,2,1,16,0.2,3
O=C(COC(=O)c1ccc(S(=O)(=O)N2CCCCCC2)cc1)NCc1ccc(Cl)cc1,-18,-8,-2.1,1.0,-3,-4,6,/,0.2,/
Cc1ccc(C(=O)NC(=S)N2CCN(C)CC2)cc1,6,-2,-1.8,/,-5,-7,-7,9,i,4
CCc1ccccc1NC(=O)CNC(=O)CNC(=O)Cc1ccccc1,0,/,-0.2,2.0,-4,-18,-5,/,i,/
Cc1c(N=C2N=C(NC(=O)NC(C)(C)C)c3ccccc32)c(=O)n(-c2ccccc2)n1C,6,8,1.2,1.7,-14,8,21,41,0.4,5
O=C(N/N=C/c1ccc(Br)cc1)c1ccc(F)cc1,10,6,-0.4,/,-2,/,1,8,-0.9,-2
O=C(Nc1ccc(NC(=O)c2cccs2)cc1)c1ccc2c(c1)OCO2,-5,-3,0.2,1.2,-5,-8,2,17,-0.3,-5
COc1ccc(OC)c(N2C(=O)CCCC2=O)c1,4,-1,0.0,0.3,6,-2,-3,-11,1.5,-3
CCOC(=O)C1=C(COC(=O)Cc2ccccc2)NC(=O)NC1C (stereo unspecified),-2,0,-1.7,0.6,4,-11,10,18,-1.7,0
O=C(Nc1cnns1)Oc1ccccc1,0,/,/,3.7,-3,/,-1,/,-0.5,/
O=C(Nc1ccc(F)cc1)C1(S(=O)(=O)c2ccc(Cl)cc2)CC1,-6,3,-0.9,1.9,-2,-5,-3,41,-0.3,-1

# Assay outcomes: PubChem BioAssay, several laboratories

# A portion of the library; the hit share may differ from the screen's.
